SENP8 block-1 – inhibitors of human SENP8 protease | Q96LD8 | purified SENP8, Z-RLRGG-aminoluciferin cleavage, luminescence | inhibition, % at 10 µM | actives 1.2% (n = 330,000) | AID 2540; in the data active = inhibition above about 50%
Target sequence (Q96LD8 whole entry, looked up): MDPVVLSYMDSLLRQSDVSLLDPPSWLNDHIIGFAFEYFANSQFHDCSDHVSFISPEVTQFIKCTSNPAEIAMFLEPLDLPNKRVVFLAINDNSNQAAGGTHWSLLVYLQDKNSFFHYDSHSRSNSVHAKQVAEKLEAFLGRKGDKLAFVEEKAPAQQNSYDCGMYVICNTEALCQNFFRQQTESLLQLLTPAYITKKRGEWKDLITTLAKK
SENP6 inh – blocks the human protease SENP6; Recombinant SENP6 catalytic domain, aminoluciferin luminescence; inhibition, % at 10 µM; actives 1.8% (n = 330,000);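 active = inhibition above about 50% at the single tested dose, limit read from the data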;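 also: plate controls were DMSO wells with enzyme for no effect and DMSO wells lacking enzyme for full effect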
SENP1 inh – blocks the human SENP1 SUMO protease catalytic domain. actives 0.21% (n = 360,000). recombinant SENP1 catalytic domain, CyPet-SUMO1-YPet FRET cleavage. Q9P0U3. AID 624204. inhibition, % at 10 µM;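 active = inhibition at least 30% at 10 µM, raw YFP signal under a set limit, fluorescence ratio 0.5 to 1.5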;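 also: 0% = enzyme with DMSO and 100% = no enzyme wells; some results filed as inactive read as strong as hits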
Target sequence (Q9P0U3 419-644 limits assumed): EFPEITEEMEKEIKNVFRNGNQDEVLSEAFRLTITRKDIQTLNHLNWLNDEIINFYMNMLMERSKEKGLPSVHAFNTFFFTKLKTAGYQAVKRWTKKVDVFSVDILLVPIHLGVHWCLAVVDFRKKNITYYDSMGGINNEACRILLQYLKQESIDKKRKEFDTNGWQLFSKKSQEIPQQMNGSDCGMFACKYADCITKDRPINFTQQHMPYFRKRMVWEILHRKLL
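Material: hSENP1 catalytic domain, recombinant; medium: Tris pH 8 with BME, BSA, NP40 and catalase; compound: single concentration of 10 µM compound, 0.5% DMSO final; technique: FRET read of cyan and yellow fluorescence; timing: 50 min enzyme reaction, room temperature, light-protected; reagent: SFCypet-SUMO1-SFYpet substrate at 25 nM; control set: no-enzyme low, enzyme-DMSO high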
PfGluPho inh – PfG6PD (Plasmodium falciparum) enzyme inhibition. inhibition, % at 20 µM. AID 504690. actives 0.78% (n = 350,000). PfGluPho enzyme, NADPH resazurin-diaphorase fluorescence;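 active = inhibition reaching at least a set limit at 20 µM in the primary screen, cut at about 59% in these data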;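 also: 0% = DMSO wells with substrate and 100% = DMSO wells lacking glucose-6-phosphate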
HKDC1 inh – blocks human hexokinase HKDC1 activity | Q2TB90 | recombinant HKDC1, G6PDH/diaphorase resazurin coupled fluorescence | inhibition, % at 20 µM | actives 0.16% (n = 340,000);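 active = inhibition above about 35% when tested at 20 µM, limit read from the data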;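 also: plate controls were DMSO wells with enzyme for no effect and DMSO wells lacking enzyme for full effect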
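Test system: recombinant HKDC1 (HK5) hexokinase enzyme, produced in-house / Doses: 20 µM test compound, 1% DMSO / Timing: 90 min, room temperature / Detection: G6PDH/diaphorase-coupled fluorescence, 1 mM NADP, 100 µM resazurin, 525/613 nm / Control set: DMSO wells with and without enzyme mix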
SENP7 inh – blocks the human protease SENP7. Q9BQF6. recombinant SENP7, Z-RLRGG-aminoluciferin luminescence, 40 min. inhibition, % at 5 µM. actives 1.5% (n = 330,000);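 active = inhibition above about 50% at the single test dose, limit read from the data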;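 also: plate controls were DMSO with enzyme for no effect and no enzyme buffer wells for full effect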
Target sequence (Q9BQF6 706-1050 limits assumed): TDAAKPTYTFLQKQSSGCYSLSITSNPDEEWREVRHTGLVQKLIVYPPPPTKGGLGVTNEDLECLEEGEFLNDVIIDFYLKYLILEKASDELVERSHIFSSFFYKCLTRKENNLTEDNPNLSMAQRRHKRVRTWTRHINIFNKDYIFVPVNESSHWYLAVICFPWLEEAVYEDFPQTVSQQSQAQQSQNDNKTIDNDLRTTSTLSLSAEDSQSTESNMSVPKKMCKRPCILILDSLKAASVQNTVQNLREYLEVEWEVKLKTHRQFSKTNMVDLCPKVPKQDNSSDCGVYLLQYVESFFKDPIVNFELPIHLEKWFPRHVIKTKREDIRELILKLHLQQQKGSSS
Apaf-1 inh – inhibitors of human Apaf-1 apoptosome. reconstituted apoptosome caspase-3 activity, DEVD-Rh110 fluorescence. inhibition, % at 20 µM. actives 0.71% (n = 330,000). AID 489030; active = inhibition of at least 40% at 20 µM;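 also: plate controls were DMSO wells for no effect and DEVD-CHO caspase inhibitor wells for full effect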
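System – cell-free apoptosome with Apaf-1, procaspase-3 and caspase-9 · Buffer or medium – pH 7.5 Hepes buffer with CHAPS, BSA, DTT · Also added – cytochrome c with DEVD-Rh110 · Times – 30 min compound preincubation, 50 min activation, room temperature · Technique – Rh110 fluorescence intensity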
SENP8 block-2 – inhibitors of human SENP8 protease; inhibition, % at 20 µM; recombinant SENP8, Nedd8 substrate fluorescence; AID 602440; actives 0.64% (n = 360,000); in the data active = inhibition mostly above about 40%, no sharp cut-off; inactive = mostly below about 27%
* marks the source's active call; other numbers are inactive results; / = no result given.

no.	smiles	SENP6 inh	Apaf-1 inh	SENP8 block-2	SENP8 block-1	SENP7 inh	HKDC1 inh	PfGluPho inh	SENP1 inh
1	CC1(C)OC2C(CO)OC(n3cnc4c(=S)nc[nH]c43)C2O1 (stereo not drawn)	1	-2	18	-6	-13	-5	50	1
2	O=C(CN1CCCC1)Nc1cccc(Cl)c1Cl	6	0	9	-4	2	-3	-10	0
3	COc1cccc(CCNC(=O)c2ccc(OC)c(OC3CCN(C(C)C)CC3)c2)c1	12	0	11	-6	-2	1	-5	0
4	COc1ccc(-c2cn(Cc3ccc(C(N)=O)cc3)c(-c3ccc(Cl)nc3)n2)cc1	2	5	-489	0	-6	-8	35	-1
5	Cc1ccc(SCC(=O)OCC(=O)N(C)CC(=O)Nc2ccc(F)cc2)cc1	-22	11	10	-7	-12	-2	-8	5
6	Cc1ccccc1NCC(=O)N/N=C/c1c[nH]c2ccccc12	17	13	2	-4	-1	-4	7	2
7	COc1cccc(NC(=O)CCN2C(=O)c3ccccc3S2(=O)=O)c1	2	-15	12	-7	-4	-10	-5	1
8	CN1CCN(c2nc(-c3cccnc3)nc3scc(-c4ccccc4)c23)CC1	-10	3	-161	-6	5	-1	-15	-9
9	Cc1cccc(/C(N)=N/OC(=O)COc2ccccc2Cl)c1	/	/	10	/	/	-6	7	1
10	CCN(CC)Cc1ccc(OC)c(Cl)c1	-14	-8	25	0	1	-2	8	1
11	CC1=CCC(C(C)(C)NC(=O)c2ccccc2)C/C1=N\O (stereo not drawn)	6	-22	19	-2	3	-14	3	1
12	COc1ccccc1-n1nnnc1SCC(=O)Nc1cc(C)on1	-1	-17	20	-6	-4	-2	-8	3
13	CCCn1c(SC(C(=O)Nc2cccc(OC)c2)c2ccccc2)nc2ccccc2c1=O (stereo not drawn)	3	12	4	-3	0	13	7	2
14	COc1ccc(CNC(=O)CSc2nnc(C)s2)cc1	-4	-2	17	-6	-1	-8	-6	1
15	Cc1ccccc1NC(=O)CNc1ccccc1C(=O)NCc1ccco1	6	2	-486	-3	-11	-5	7	-8
16	O=C(NCCS(=O)(=O)N1CCN(c2ccccc2)CC1)c1ccccc1F	-10	3	25	-5	-3	-2	2	3
17	COc1ccc(-c2ccc(-c3noc(C)n3)c(OC)n2)cc1	-21	4	-291	1	-9	3	-9	-56
18	CCC(=O)N1CCc2cc(S(=O)(=O)CCC(=O)N3CCN(c4ccccc4)CC3)ccc21	-8	-6	10	-5	6	-5	-5	1
19	Cc1cn(S(=O)(=O)c2ccc(Cl)cc2)c(C)n1	-5	-11	5	-2	2	1	7	3
20	O=C(Nc1ccc([N+](=O)[O-])cc1)c1cc(-c2ccccn2)nc2c(Cl)cccc12	-4	-9	24	-9	-3	2	-3	0
21	CCCCC(=O)N/N=C(\C)c1cccc(NC(=O)C2CC2)c1	-2	4	15	-1	4	-5	2	1
22	CC(NC(=O)c1ccc(Cl)s1)C1CCCO1 (stereo not drawn)	14	-17	9	-6	-9	15	3	1
23	Cc1ccccc1/C=N/n1c(C2CCCCC2)n[nH]c1=S	-17	18	12	-1	3	9	35	2
24	COc1ccc(NC(=O)Nc2c(C)n(C)n(-c3ccccc3)c2=O)cc1	-8	0	7	-4	6	10	-10	3
25	O=C(NCCCC1CCCC1)C1CCC(=O)N(Cc2cccc(F)c2)C1 (stereo not drawn)	8	29	1	-5	-6	0	-7	-1
26	CCOC(=O)N1CCC(NC(=O)C(CC(C)C)NC(=O)C2CCC(C)CC2)CC1 (stereo not drawn)	17	19	19	-1	12	-3	8	1
27	COc1ccc(NCc2nnc(SCC(=O)c3ccc(OC)cc3)n2C)cc1	24	11	34	1	4	19	58	3
28	COc1cc(C(C)=O)ccc1OC(=O)C(C)N1C(=O)c2ccccc2C1=O (stereo not drawn)	-26	-10	8	5	-6	-4	4	1
29	C=CCOc1cccc(C(=O)Nc2ncn[nH]2)c1	-18	-16	11	1	8	-3	-18	0
30	CCOC(=O)N1CCC(NC(=O)CN2C(=O)C(CC)Oc3ccc(C)cc32)CC1 (stereo not drawn)	-35	8	30	-6	6	-7	-8	4
31	CCOC(CNC(=O)C1CCN(S(=O)(=O)c2ccc3nc4c(c(C(=O)O)c3c2)CC(C)CC4)CC1)OCC (stereo not drawn)	-17	-4	-10	4	-2	0	18	-14
32	CC[C@@H](C(=O)n1nc(C)cc1C)[C@H](NS(=O)(=O)c1ccc(C)cc1)c1ccccc1	-7	21	24	-5	8	9	-15	0
33	O=C(Cc1ccccc1)NC(NC(=S)Nc1cc(Cl)ccc1Cl)C(Cl)(Cl)Cl (stereo not drawn)	-4	6	17	4	4	0	15	0
34	COc1ccc(Nc2cccccc2=O)cc1	2	-2	20	-3	-4	-2	-7	2
35	N=C1CCCN1CC(=O)c1ccc(Cl)cc1	-24	12	9	-8	-4	-3	5	2
36	Cc1noc(C)c1COc1cccc(C(=O)Nc2ccccc2)c1	-6	11	4	-8	-3	-5	-2	1
37	Cc1ccc(S(=O)(=O)N2CC(C)C(=O)CC2C)cc1 (stereo not drawn)	-34	-15	5	1	-7	-7	-14	1
38	COc1ccc(S(=O)(=O)N2CCOC2CNC(=O)C(=O)NCCCN(C)C)cc1C (stereo not drawn)	-4	13	5	0	0	-9	3	-1
39	CC1CCN(C(=O)CSc2nc3c(c(=O)n2C)SC(C)C3)CC1 (stereo not drawn)	-4	2	6	4	3	2	12	-1
40	Clc1nc(CN2CCCCC2)nc2sc3c(c12)CCCC3	-27	10	-213	-7	4	-2	8	-21
41	CCN(CC)C(=O)c1ccc(NS(=O)(=O)c2ccc(/C=C/C(=O)O)cc2)cc1	-7	-9	13	-3	4	0	-12	0
42	COCCn1c(SC(C)C(=O)NCC2CCCO2)nc2scc(-c3ccc(F)cc3)c2c1=O (stereo not drawn)	-21	5	-4	-5	8	-3	4	0
43	Cc1cccc(N2CCN(C(=O)NC(C)c3ccc(F)c(F)c3)CC2)c1C (stereo not drawn)	10	10	0	8	4	-5	12	0
44	CCn1cc(C(=O)N2CCCC(N3CCN(c4ccccc4C)CC3)C2)cn1 (stereo not drawn)	-8	4	28	-2	7	-2	0	1
45	COc1ccccc1OCc1ccc(C(=O)N/N=C/c2ccco2)cc1	1	1	-4	-6	-3	-6	-6	3
46	O=C(NCCCn1ccnc1)C(=O)c1c[nH]c2ccccc12	23	-19	18	8	1	0	-6	2
47	O=C(c1ccc(Br)o1)N1CCN(C/C=C/c2ccccc2)CC1	7	12	18	3	13	1	-13	2
48	Cc1cc(OC(C)C(=O)NCCCn2ccnc2)c2c(C)c(C)c(=O)oc2c1 (stereo not drawn)	-13	-9	-451	-4	-4	-3	3	0
49	Cc1oc(-c2cccs2)nc1CN1CCN(Cc2ccc(F)c(F)c2)C(CCO)C1 (stereo not drawn)	-5	-7	-16	-5	-5	-2	9	-2
50	CC(O)c1cccc(NC2=CC(=O)CC(C)(C)C2)c1 (stereo not drawn)	-16	-8	0	4	-3	-11	-7	-41

Profiles, quoted from the list. Order of screens: SENP6 inh, Apaf-1 inh, SENP8 block-2, SENP8 block-1, SENP7 inh, HKDC1 inh, PfGluPho inh, SENP1 inh
Profile of `COc1ccc(-c2ccc(-c3noc(C)n3)c(OC)n2)cc1` = -21, 4, -291, 1, -9, 3, -9, -56
Profile of `COc1cc(C(C)=O)ccc1OC(=O)C(C)N1C(=O)c2ccccc2C1=O` (stereo not drawn) = -26, -10, 8, 5, -6, -4, 4, 1
Profile of `Clc1nc(CN2CCCCC2)nc2sc3c(c12)CCCC3` = -27, 10, -213, -7, 4, -2, 8, -21
Profile of `O=C(CN1CCCC1)Nc1cccc(Cl)c1Cl` = 6, 0, 9, -4, 2, -3, -10, 0
Profile of `Cc1oc(-c2cccs2)nc1CN1CCN(Cc2ccc(F)c(F)c2)C(CCO)C1` (stereo not drawn) = -5, -7, -16, -5, -5, -2, 9, -2

Following part:
no.	smiles	SENP6 inh	Apaf-1 inh	SENP8 block-2	SENP8 block-1	SENP7 inh	HKDC1 inh	PfGluPho inh	SENP1 inh
51	Cc1nc2nc(C)c(NS(=O)(=O)c3ccc(Cl)s3)c(=O)n2[nH]1	-13	0	8	-9	-4	-1	-29	1
52	CCCCCC(=O)NNC(=O)Cc1ccc([N+](=O)[O-])cc1	-1	9	1	1	-9	7	-5	4
53	CC(C)(C)C(=O)O/N=C(\N)c1ccc(-c2csnn2)cc1	-19	-2	20	-11	8	-5	13	2
54	CCOC(=O)c1oc2nc3c(cc2c1N)COC(C)(C)C3	-17	-6	-309	1	2	0	11	-6
55	CC(C)c1ccc(C2CC(=O)c3cnc(N4CCc5ccccc5C4)nc3C2)cc1 (stereo not drawn)	7	23	-12	7	12	-5	-1	-1
56	CCOC(=O)c1cnc(SC)nc1Sc1ccccc1	-20	17	19	-6	13	3	4	3
57	COC(=O)N/N=C/c1cccc(OCCSc2ccc(Cl)cc2)c1	-19	-3	12	-8	6	14	37	1
58	Cc1ccccc1NC(=O)/C(C#N)=C/c1ccc[nH]1	-1	1	-2	-9	-9	-4	-6	0
59	Cc1ccc(S(=O)(=O)c2c(C)nn(C(C)(C)C)c2OC(=O)C(C)C)cc1	11	-9	13	9	7	0	13	2
60	CCNc1nc(NCC)nc(NS(=O)(=O)c2ccc(N)cc2)n1	-9	-3	-6	-4	3	-3	-12	3
61	CCN(CC)c1ccc(/C=N/N2CCN(Cc3ccccc3)CC2)cc1	-8	13	-11	-5	-1	-4	9	3
62	O=C(CNC(=O)c1ccccc1F)NCc1ccncc1	16	-2	11	5	9	-1	15	3
63	O=C(NCc1n[nH]c(=S)n1-c1ccc(Cl)c(Cl)c1)c1ccco1	-7	-4	10	-6	-10	-1	25	3

Screens from PubChem BioAssay.

No enrichment for hits; overall some 3.6% were active at least once.
